Bioassay records: PubChem BioAssay, National Center for Advancing Translational Sciences (NCATS)
Shiga toxin inh = blocks Shiga toxin action in Vero cells. 290,000 compounds, 9.2% hits. inhibition, % at 38.7 µM. Vero cells, Shiga toxin protein synthesis inhibition reporter; in the data active = inhibition mostly above about 28%, no sharp cut-off; inactive = mostly below about 43%; note: 0% is about no effect
Pf growth 96h = inhibits malaria parasite growth, 96 h; 320,000 compounds, 6.9% hits; P. falciparum luciferase reporter growth, 96 h; AID 504834; Potency, µM (top dose mostly 28.7 µM), without a hit: at the highest dose activity change, negative = inhibition, usual class: inhibitors; note: potency is the fitted concentration of half-maximal effect; % is set by controls: 0 for no effect and ±100 for the full control effect
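Delayed-death screen, second-generation endpoint: infected erythrocytes, 2% hematocrit, 0.05% parasitemia final; 96 hours at 37 C, 5% CO2; luciferase detection reagent; luminescence decrease equals reduced growth.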
Giardia FBPA inh = blocks Giardia fructose-bisphosphate aldolase activity; A8B2U2; purified Giardia FBPA; Potency, µM (highest dose often 59.6 µM), inactives show at the top dose activity, negative = inhibition, most hits filed as inhibitors; 290,000 compounds, 0.71% hits; AID 2451; note: potency is the fitted concentration of half-maximal effect; % is set by controls: 0 for no effect and ±100 for the full control effect; nearly all actives have a fitted effect of over 55% in size
Target sequence (A8B2U2 whole entry, looked up): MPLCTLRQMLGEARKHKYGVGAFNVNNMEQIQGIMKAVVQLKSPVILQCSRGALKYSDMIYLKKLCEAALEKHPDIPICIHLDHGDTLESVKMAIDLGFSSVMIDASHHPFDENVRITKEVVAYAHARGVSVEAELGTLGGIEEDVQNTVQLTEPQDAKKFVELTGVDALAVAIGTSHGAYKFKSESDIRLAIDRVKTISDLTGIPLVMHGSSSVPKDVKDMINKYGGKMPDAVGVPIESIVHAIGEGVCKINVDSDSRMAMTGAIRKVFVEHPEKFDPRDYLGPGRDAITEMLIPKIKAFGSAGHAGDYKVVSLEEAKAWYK
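40 nM FBPA preincubated 10 min at RT with compound (up to 57.5 uM final), then substrate plus GAPDH/TPI/NAD/arsenate coupling and diaphorase/resazurin added. Fluorescence read after 20 min at RT, 525/598 nm.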
CHX counter = counter-screen for Shiga toxin inhibitors: cycloheximide protein synthesis inhibition; cell reporter, cycloheximide protein synthesis inhibition counterscreen; AID 2314; max response, %; 300,000 compounds, 12% hits; in the data active = max response mostly above about 13%, no sharp cut-off; inactive = mostly below about 14%; note: read at 38.3 µM for the half of the compounds with a filed dose; 0% is about no effect
HCV inh = inhibitors of hepatitis C virus infection; Huh7.5.1 HCVcc-Cre infection, luciferase reporter, 44 h; Potency, µM (titrated, usually from 41.8 µM), for the others: at the highest dose activity change, negative = inhibition, most hits filed as inhibitors; 340,000 compounds, 3.4% hits; AID 651820; note: potency is the fitted concentration of half-maximal effect; % is set by controls: 0 for no effect and ±100 for the full control effect
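Cells seeded at 1,000/well and cultured 4 h, then compounds added followed by HCVcc-Cre virus (~0.5 moi). After 44 h further culture, luciferase substrate was added, plates held 15 min at room temperature, and luminescence read for 15 sec.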
Pf growth 48h = inhibits P. falciparum growth in the first generation, 48 h; P. falciparum luciferase growth in erythrocytes, 48 h; AID 504832; Potency, µM (highest dose often 28.7 µM), without a hit: at the highest dose activity change, negative = inhibition, actives largely listed as inhibitors; 310,000 compounds, 5.9% hits; note: potency is the fitted concentration of half-maximal effect; % is set by controls: 0 for no effect and ±100 for the full control effect
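Erythrocytes infected with P. falciparum carrying an integrated firefly luciferase reporter (2% hematocrit, 0.1% parasitemia final) were exposed to compounds in RPMI 1640 with 0.5% Albumax at 37 C, 5% CO2. Growth inhibition was scored as reduced luminescence.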
Active calls of the source: *; ? = inconclusive; . = not tested or not shown; & = joins results of further samples; [ ] = remark or other dose. Unless noted, calls come from the whole dose curve; as a rule, active = well fitted curve in the direction sought with a large enough effect; inconclusive = small, poorly fitted or top-dose-only effect, or another doubt; inactive = no such curve, though single readings can be large; an effect the other way counts as inactive or inconclusive.

#	canonical_smiles	Shiga toxin inh	Pf growth 96h	Giardia FBPA inh	CHX counter	HCV inh	Pf growth 48h
1	CSc1ccccc1NC(=O)c1cc(-c2cccnc2)nc2ccc(Br)cc12	-7	?	-7%	-2	11µM*	?
2	C=CCOc1ccc(C2NC(=S)NC3=C2CCc2ccccc23)cc1 (configuration not stated)	20	?	-17%	25*	-13%	?
3	CCOc1ccc(S(=O)(=O)N2CCCCC2)c2ccccc12	10	?	-6%	2	?	-11%
4	CCn1c(O)c(N=NC2=NC(=O)CS2)c2cc(C)ccc21	-4	?	1%	-4	19%	19%
5	Cc1ccc([N+](=O)[O-])cc1S(=O)(=O)N1CCCN(C)CC1	-3	13%	1%	-1	-23%	19%
6	CC1CCC(C(C)C)C2=C1C(C#N)(C#N)C(C#N)(C#N)C(c1ccccc1)N2 (configuration not stated)	-41	0%	-26%	-1	?	?
7	CC(=O)c1ccc(NC(=O)c2cn(-c3ccccc3)nc2-c2ccncc2)cc1	10	191%[activator]	-3%	0	1%	-3%
8	O=c1[nH]c(=O)n(C(c2ccccc2)c2ccccc2)cc1Br	-2	0%	3%	-6	20%	4%
9	CC1CCN(CC(=O)NCc2ccccc2)CC1	-16	.	1%	-3	6%	-5%
10	Cc1ccc(NC(=O)CN(C)Cc2cccs2)cc1Cl	22	47%[activator]	-8%	16*	-12%	37%
11	COc1ccc(-c2cn3ccccc3n2)cc1OC	78*	22%	-27%	27*	2%	158%[activator]
12	O=C(Nc1ccccc1N1CCOCC1)c1ccco1	-8	40%[activator]	8%	-4	-11%	5%
13	O=C1CC(c2ccccc2)CC(O)=C1C=NCCN1CCOCC1 (configuration not stated)	-13	31%[activator]	0%	-3	19%	27%
14	Cc1cc(OC(=O)c2ccc(S(=O)(=O)N(C)C)cc2)cc(=O)o1	34	-14%	-2%	2	5%	-3%
15	CC(C)Oc1ccc(C(=O)NCc2ccco2)cc1	38*	58%[activator]	0%	29*	-6%	?
16	CC1N(O)C(c2ccc(Cl)cc2Cl)N(O)C1(C)C (configuration not stated)	-6	?	-18%	11	9%	?
17	COc1ccc(C2C(=O)N(C3CCCCC3)CC(=O)N2Cc2ccc3c(c2)OCO3)cc1 (configuration not stated)	-7	.	6%	-3	-19%	?
18	COc1cccc(-n2c(CN3CCN(c4cccc(C)c4)C(C)C3)nc3ccc([N+](=O)[O-])cc3c2=O)c1 (configuration not stated)	-11	-4%	-7%	-2	-3%	?
19	O=S(=O)(Nc1ncccn1)c1ccc(NS(=O)(=O)c2cc(Cl)ccc2Cl)cc1	-8	35%	11%	-4	3%	12%
20	COC(=O)c1ccc(/C=C(\C#N)c2ccccn2)cc1	133*	234%[activator]	-1%	39*	-5%	412%[activator]
21	COC(=O)c1nc2nc(-c3cccs3)cc(C(F)(F)F)n2n1	1	-13%	17%	-1	8%	12%
22	C=CCn1c(SCCOc2ccc(OC)cc2)nnc1C(C)NC(=O)c1ccc(OC)cc1 (configuration not stated)	8	6.6µM*	3%	4	22%	.
23	CCCNS(=O)(=O)c1cccc(C(=O)OCc2cc(=O)oc3cc(OC)ccc23)c1	61	?	0%	19*	-27%	?
24	CC(=O)NC(Cc1ccccc1F)C(=O)NC1CCN(C(=O)Nc2ccc(C)cc2)CC1 (configuration not stated)	29	1%	.	-5	1%	0%
25	COCCN(CCOC)S(=O)(=O)c1ccc(C(=O)Nc2sc3c(c2C(N)=O)CCCCC3)cc1	63*	212%[activator]	4%	33*	0%	73%[activator]
26	Cc1cc(NC(=O)CSc2nc3cc(Cl)ccc3o2)no1	-7	56%[activator]	.	-3	-20%	8.3µM*
27	COc1ccc(N2C(=O)C(C)C(Cc3ccc(C)cc3)C2=O)cc1 (configuration not stated)	.	?	28%	12	5%	41%[activator]
28	O=C(c1ccco1)N1CCN(S(=O)(=O)c2ccc3c(c2)CCN3C(=O)C2CCC2)CC1	0	-6%	8%	-3	?	13µM*
29	COc1cc2c(cc1OC)C(c1ccc(C)o1)CC(=O)N2 (configuration not stated)	-4	13µM*	-12%	-1	-1%	14%
30	C[n+]1ccn(CC(=O)c2cc(C(C)(C)C)c(O)c(C(C)(C)C)c2)c1	-11	20%	5%	-4	-15%	9.3µM*

Another view of some results above:
22. C=CCn1c(SCCOc2ccc(OC)cc2)nnc1C(C)NC(=O)c1ccc(OC)cc1 (configuration not stated)
23. CCCNS(=O)(=O)c1cccc(C(=O)OCc2cc(=O)oc3cc(OC)ccc23)c1
24. CC(=O)NC(Cc1ccccc1F)C(=O)NC1CCN(C(=O)Nc2ccc(C)cc2)CC1 (configuration not stated)
25. COCCN(CCOC)S(=O)(=O)c1ccc(C(=O)Nc2sc3c(c2C(N)=O)CCCCC3)cc1
26. Cc1cc(NC(=O)CSc2nc3cc(Cl)ccc3o2)no1
27. COc1ccc(N2C(=O)C(C)C(Cc3ccc(C)cc3)C2=O)cc1 (configuration not stated)

| compound no. | 22 | 23 | 24 | 25 | 26 | 27 |
| --- | --- | --- | --- | --- | --- | --- |
| Shiga toxin inh | 8 | 61 | 29 | 63* | -7 | . |
| Pf growth 96h | 6.6µM* | ? | 1% | 212%[activator] | 56%[activator] | ? |
| Giardia FBPA inh | 3% | 0% | . | 4% | . | 28% |
| CHX counter | 4 | 19* | -5 | 33* | -3 | 12 |
| HCV inh | 22% | -27% | 1% | 0% | -20% | 5% |
| Pf growth 48h | . | ? | 0% | 73%[activator] | 8.3µM* | 41%[activator] |

Continuation.
#	canonical_smiles	Shiga toxin inh	Pf growth 96h	Giardia FBPA inh	CHX counter	HCV inh	Pf growth 48h
31	CC1(C)CC(=O)C/C(=N/NC(=O)CCCOc2ccc(Cl)cc2Cl)C1	-5	15%	1%	-3	20%	19%
32	COc1cccc(NC(=O)N2CCC(NC(=O)c3ccco3)CC2)c1	-7	?	2%	-4	16%	-4%
33	COc1cccc(CNS(=O)(=O)c2cn(C)cn2)c1	11	0%	5%	-2	1%	1%
34	O=C(/C=C/c1ccccc1)Nc1cc(S(=O)(=O)N2CCOCC2)ccc1N1CCOCC1	.	?	.	.	-9%	?
35	CC(=O)N/C(=C\c1ccccc1Cl)C(=O)O	-7	-16%	4%	-2	6%	-6%
36	Cc1ccc(C)c(N(C(=O)CNC(=O)c2ccco2)C(C(=O)NC2CCCCC2)c2cccnc2)c1 (configuration not stated)	-9	?	-5%	-3	16%	-1%
37	N#CC1=C(N)N(c2ccccc2C#N)C2=C(C(=O)CCC2)C1c1ccsc1 (configuration not stated)	-6	.	-11%	-3	-21%	?
38	O=C(CS(=O)CC(=O)N(CC(=O)NC1CCCC1)c1ccc2c(c1)OCCO2)Nc1ccc(F)cc1 (configuration not stated)	-16	?	1%	-1	1%	0%
39	O=C(CCN1CCOCC1)NNC(=O)/C(=C/c1ccccc1)NC(=O)c1ccccc1	-18	20%	5%	9	19%	15%
40	CCc1nc2ccc(C(=O)N3CCN(c4ccccc4)CC3)cc2nc1CC	1	2.6µM*	.	-3	4%	-5%
41	Cc1nc(-c2ccc(C(=O)Nc3cccc(Br)c3)cc2)cs1	56*	-9%	-4%	33*	4.5µM*	63%[activator]
42	O=C(OCC(=O)N1CCCc2ccccc21)c1cc(Br)ccc1O	.	?	.	.	7%	51%[activator]
43	O=C(Nc1ccc2c(c1)CCC2)c1ccc(F)cc1	0	-51%	-15%	30*	?	-20%
44	Cc1cccc(NC(=O)CCCc2ccccc2)c1C	32*	35%	-1%	23*	3%	9%
45	Cc1ccc(CNC(=O)C2(C(F)(F)F)C/C(=C\Cc3ccccc3)CCCO2)o1 (configuration not stated)	0&-4	?	3%&1%	-3&-3	0%	?
46	CC1CN(C(=O)c2ccc(NS(=O)(=O)c3ccc(F)cc3)cc2)CC(C)O1 (configuration not stated)	-6	2%	-13%	-4	6%	5%
47	Cc1nc(CS(=O)(=O)c2ccccc2)cc(N2CCN(c3ccccc3F)CC2)n1	6	-2%	7%	0	?	-8%
48	O=C(Nc1nccs1)c1cncc(Br)c1	96*	241%[activator]	-4%	48*	?	208%[activator]
49	Cc1nc2c(C)cccn2c(=O)c1NC(=O)c1cccs1	.	9%	.	.	7%	-10%
50	Cc1ccc(/C=N/Nc2ccnc3cc(Cl)ccc23)c(C)c1	-3	?	-4%	-3	10µM*	0.21µM*
51	COC(=O)c1ccc(CSc2nncn2N)cc1	26	15%	2%	3	14%	-4%
52	Nc1c(Cl)cc(-c2csc(N3CCCC3c3nc4cc(Cl)c(Cl)cc4n3CCOCCO)n2)cc1Cl (configuration not stated)	-18	?	?	2	?	?
53	Cc1cc(=O)[nH]c(N/N=C/c2c(F)c(F)c(F)c(F)c2F)n1	-7	3%	-26%	-2	18%	.
54	O=C(O)c1ccc(S(=O)(=O)c2ccc3c(c2)C(=O)N(c2ccc(Br)cc2)C3=O)cc1	16	-15%	.	-3	14%	20%
55	O=C1CN2C(=N1)N(Cc1ccccc1)c1ccccc12	-7	25%	1%	-1	12%	-11%
56	Cc1ccc(C(=O)/C=C/c2ccc3ncccc3c2)cc1	47*	40%[activator]	-6%	48*	-27%	-4%
57	Cc1oc(/N=C/c2ccc(O)cc2O)c(C#N)c1C	117*	3%	-11%	37*	-27%	-2%
58	CCOc1ccc2[nH]c3c(N4CCN(c5ccccn5)CC4)ncnc3c2c1	-7	-5%	-10%	-1	1µM*	?
